# BH1578 lux ind: inducers of Vibrio cholerae quorum light production without autoinducers, primary screen, BH1578 luxS cqsA deficient, single point. V. cholerae BH1578 lux reporter, luminescence, 6 h. activation, % at 18.7 µM. hit rate 0.16% among 350,000; in the data active = activation mostly above about 9.7%, no sharp cut-off; inconclusive = no clear call, values can overlap the other calls; inactive = mostly below about 3.7%; also: not every result past the cut was called active; inactives centre near 0; reference of the scale not given here
# Y pestis TopoI: Yersinia pestis topoisomerase I inhibitors, primary screen, biochemical, cleavage product accumulation, plate reader, single point; DNA topoisomerase I (Yersinia pestis CO92); Y. pestis Topo-I cleavage product accumulation; activity, % at 10 µM; hit rate 0.064% among 360,000; AID 504884, 2011; in the data active = activity above about 50%, passing the limit was not always enough; inconclusive = no clear call, values can overlap the other calls; also: inactives centre near 2
# SARS 3CLpro inh: SARS-CoV 3CLpro protease inhibitors, primary screen, biochemical, quenched FRET. recombinant SARS-CoV 3CLpro, quenched FRET peptide cleavage. inhibition, % at 6 µM. hit rate 0.14% among 290,000; in the data active = inhibition above about 12%
# BoNT A protease: BoNT/A light chain protease inhibitors, primary screen, biochemical, flow cytometry, MLPCN library; Botulinum neurotoxin type A light chain protease (Clostridium botulinum A str. ATCC 3502); multiplex microsphere protease substrate cleavage; inhibition, % at 10 µM; hit rate 0.17% among 360,000; AID 588499, 2011; also: plate controls were buffer without enzyme for full effect and enzyme alone for no effect
# PrPC surface inh: inhibitors of human cell surface prion protein PrPC, primary screen, cell-based, TR-FRET. Major prion protein (Homo sapiens), P04156. TR-FRET read-out. inhibition, % at 13.8 µM. hit rate 0.43% among 370,000. AID 720596, 2013; in the data active = inhibition above about 24%; also: 0% = median of the test wells and 100% = reference compound wells
# Anthrax LF inh2: Bacillus anthracis LF protease inhibitors, primary screen, biochemical, multiplex microsphere, MLPCN library; Lethal factor (Bacillus anthracis), P15917; inhibition, % at 10 µM; multiplex microsphere protease cleavage assay; hit rate 0.12% among 360,000; also: plate controls were buffer without enzyme for full effect and enzyme alone for no effect
# Target sequence (P15917 whole entry, looked up): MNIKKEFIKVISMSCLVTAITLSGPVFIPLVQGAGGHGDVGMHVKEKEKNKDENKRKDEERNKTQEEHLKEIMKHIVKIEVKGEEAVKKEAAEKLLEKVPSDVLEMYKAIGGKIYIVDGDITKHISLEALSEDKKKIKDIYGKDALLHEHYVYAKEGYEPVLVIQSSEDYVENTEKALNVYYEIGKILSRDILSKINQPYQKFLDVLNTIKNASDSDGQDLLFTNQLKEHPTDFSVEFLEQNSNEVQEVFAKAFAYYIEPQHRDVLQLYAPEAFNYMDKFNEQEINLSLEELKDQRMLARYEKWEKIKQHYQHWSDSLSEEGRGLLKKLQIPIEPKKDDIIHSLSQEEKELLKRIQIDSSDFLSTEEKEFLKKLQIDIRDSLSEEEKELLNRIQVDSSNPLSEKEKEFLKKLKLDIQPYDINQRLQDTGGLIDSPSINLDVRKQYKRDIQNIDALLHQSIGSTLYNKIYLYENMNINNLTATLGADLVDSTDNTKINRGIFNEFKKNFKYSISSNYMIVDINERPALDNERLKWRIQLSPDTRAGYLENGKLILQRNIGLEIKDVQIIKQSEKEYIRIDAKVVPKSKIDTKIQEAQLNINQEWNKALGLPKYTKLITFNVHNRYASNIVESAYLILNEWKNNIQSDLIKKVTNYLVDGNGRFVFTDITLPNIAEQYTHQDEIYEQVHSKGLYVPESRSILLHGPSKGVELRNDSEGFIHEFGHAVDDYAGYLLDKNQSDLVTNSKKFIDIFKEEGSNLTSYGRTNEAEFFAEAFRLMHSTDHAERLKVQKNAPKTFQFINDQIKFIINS
# PriA SSB inh: inhibitors of Klebsiella pneumoniae PriA binding to SSB C-terminal tail, primary screen, biochemical, AlphaScreen; PriA–SSB C-terminal tail interaction (Klebsiella pneumoniae); AlphaScreen SSBct-PriA binding, biotinylated peptide; hit rate 0.6% among 430,000; inhibition, % at 33 µM; AID 1272365, 2023; in the data active = inhibition mostly above about 37%, no sharp cut-off; inactive = mostly below about 20%;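 also: plate controls were negative control peptide for no effect and reference peptide for full effect; strong numbers were not always called active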
# PfHsp40 rescue: rescue of yeast from PfHsp40 toxicity, primary screen, S. cerevisiae, ATP luminescence; growth rescue, % at 12.5 µM; S. cerevisiae expressing PfHsp40, growth rescue; hit rate 0.68% among 340,000; in the data active = growth rescue above about 28%, passing the limit was not always enough; inconclusive = no clear call, values can overlap the other calls;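 also: yeast W303a lacking pdr1 and pdr3 grown in galactose medium; growth measured after three days at 30 °C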
# TcdB inh: TcdB glycohydrolase inhibitors, primary screen, biochemical, single point, plate reader. TcdB glycohydrolase enzymatic assay. inhibition, % at 9.99 µM. hit rate 0.24% among 350,000; in the data active = inhibition above about 10%
# An asterisk follows results filed as active; i = inactive; u = inconclusive; x = no result given; & = joins results of further samples. Rule as the data show it, unless noted: active = inhibition above about 30%; inconclusive = no clear call, values can overlap the other calls; inactive = below that. Not all compounds are listed; rates above refer to the full screens.
# The line under a structure holds: BH1578 lux ind	Y pestis TopoI	SARS 3CLpro inh	BoNT A protease	PrPC surface inh	Anthrax LF inh2	PriA SSB inh	PfHsp40 rescue	TcdB inh
- CC1CCCC(C)N1CCCNC(=O)c1cc2c(s1)-c1ccccc1OC2 (stereo unspecified)
  -6.7	-2	-2	2.6	-15	-3	-10	1.0	0.4
- CCCCNC(=O)c1cc(C)nc2ccccc12
  -0.6	-6	2	1.3	-1	-2	0	-0.3	-0.2
- CN(C)S(=O)(=O)c1cccc(NC(=O)CSc2nncn2-c2ccccc2)c1
  i	-9	-7	-0.9	11	0	-3	1.9	1.8
- CCOc1ccc2c(c1)C(=NNC(=O)c1ccccn1)c1cc(OCC)ccc1-2
  i	4	x	-0.1	3	-3	-3	-1.4	-0.4
- Cc1cc(C)c2cc(CN(Cc3cccnc3)C(=O)c3ccc(F)cc3)c(Cl)nc2c1
  i	2	-2	1.1	-5	-2	4	-0.2	0.8
- O=C(Nc1ccc(Cl)cc1Cl)c1cccc(N2C(=O)C=CC2=O)c1
  -0.4	-6	x	0.1	-1	2	0	1.8	0.1
- COc1ccc(C2N=C(c3ccccc3)NC(c3ccccc3)=N2)cc1
  3.7	9	-6	-1.4	-7	-5	3	-0.7	x
- CCOc1ccc(CNC(=O)c2ccccc2NC(=O)C2=CSCCO2)cc1
  -0.3	8	0	0.0	-3	-1	-6	1.1	-0.1
- Fc1ccc(NCc2nnc3n2CCCCC3)cc1
  i	-7	6	-0.3	8	-3	12	-0.5	0.9
- CN(CC(=O)NCc1ccc(F)cc1)S(=O)(=O)c1ccc2c(c1)c(=O)n(C)c(=O)n2C
  -0.3	-4	-2	1.3	-5	1	-20	-0.3	0.2
- COc1ccc(NC(=S)NNS(=O)(=O)c2ccc3ccccc3c2)c(OC)c1
  0.2	2	-5	0.2	2	-5	-12	-0.7	2.1
- CCN(CC)CC(=O)N1CCCC(N2CCN(c3cccc(C(F)(F)F)c3)CC2)C1 (stereo unspecified)
  2.0	-1	9	u	0	-4	0	0.8	-1.3
- CC(C)C[C@H]1CN([C@@H](Cc2ccc(O)cc2)CN2CCCC2CN2C(=S)NC[C@@H]2Cc2ccccc2)C(=S)N1CC1CCCCC1 (stereo partly specified)
  x	x	x	-1.2	15	-9	x	x	0.2
- CN(C)c1nc(C#N)nc(N(C)C)n1
  i	4	3	-0.3	5	-4	-9	0.3	0.5
- COCC(=O)Oc1c(S(=O)(=O)c2ccc(C)cc2)c(C)nn1C(C)(C)C
  i	0	1	0.8	19	6	-7	0.6	0.1
- CC(=O)NC(CC(=O)NNC(=O)c1cccs1)c1ccccc1 (stereo unspecified)
  0.7	5	x	3.1	2	-1	1	-1.7	-0.3
- COCCN(CCOC)C(=O)CC(=O)N(CCOC)CCOC
  i	3	5	1.5	28*	1	-4	-0.1	x
- Cc1ccc(N=CC=C2OC(C)(C)C(C)(C)O2)cc1
  -0.3	-6	3	-5.7	-3	-18	-6	0.5	0.5
- Clc1ccc(-c2nnn(Cc3nc4ccccc4s3)n2)cc1
  -0.3	1	-3	-0.4	-4	1	-3	9.8	x
- COc1ccc(Nc2nc(NCc3ccco3)nc(N/N=C/c3ccccc3)n2)cc1
  -33	-13	8	-0.6	-3	-3	x	0.0	x
- COc1cccc(-c2cc(N)nn2C(=O)Nc2ccc(Cl)cc2)c1
  0.0	-13	-5	0.4	8	3	-1	0.3	0.4
- COc1ccc(OC)c(Cc2nnc(CCC(=O)N3CCCCC3)o2)c1
  -0.1	-10	4	-0.3	1	-3	3	0.6	0.3
- CC(Nc1nc(-c2cccnc2)nc2ccccc12)c1ccc(F)cc1 (stereo unspecified)
  i	4	1	1.3	-4	-9	-13	-0.5	0.0
- CCCN1CCc2c(sc3nc(SC)n(-c4ccccc4)c(=O)c23)C1
  -0.5	-3	0	33*	-5	11	10	3.4	0.3
- CCc1nc(SCC(=O)N2CCCC2)c2ccccc2n1
  -0.5	8	-1	1.0	15	0	-11	-1.4	0.2
- CCOC(=O)C1CCCN(C(=O)Cc2ccc(OC)c(OC)c2)C1 (stereo unspecified)
  0.2	6	3	-1.0	4	6	-11	-0.9	x
- COc1ccc2c(CC(=O)Nc3ccc(OC)c(S(=O)(=O)N4CCOCC4)c3)coc2c1
  i	-9	7	-0.2	6	2	-3	-1.1	0.1
- CCOC(=O)N1CCN(C(=O)c2cn(CC)c3ccc(S(=O)(=O)N4CC(C)CC(C)C4)cc3c2=O)CC1 (stereo unspecified)
  i	-3	2	-0.3	9	2	-11	-0.6	1.9
- COCC[N+]1(C)CCCCC1
  -0.4	4	-4	-0.5	-8	-1	-15	-0.3	-0.5
- CN(Cc1cccnc1)C(=O)CC1C(=O)NCCN1CC(c1ccccc1)c1ccccc1 (stereo unspecified)
  i	0	2	0.8	0	-2	5	-1.2	0.9

# Later entries
# The line under a structure holds: BH1578 lux ind	Y pestis TopoI	SARS 3CLpro inh	BoNT A protease	PrPC surface inh	Anthrax LF inh2	PriA SSB inh	PfHsp40 rescue	TcdB inh
- COC(=O)c1ccccc1NC(=O)C12CCC(C)(C(=O)O1)C2(C)C (stereo unspecified)
  -0.3	-7	-3	-3.9	1	-3	-5	-1.5	x
- CCCNC(=O)c1ccc(Cl)cc1Cl
  -0.7	-2	-2	2.5	-3	-4	-7	0.0	0.0
- Cc1ccccc1C(=NCCCN(C)C)c1ccccc1C
  -0.3	-2	-4	-0.8	-7	-2	-17	1.0	0.5
- O=C(NCc1ccccc1)C1=C[C@H](c2ccc(C(F)(F)F)cc2)C[C@H](OCCCCO)O1
  -0.8	-6	x	-0.2	5	-2	-14	-1.2	0.9&1.2
- N=c1ccn(Cc2cccc(Cl)c2)cc1
  i	-1	2	0.1	7	-2	-10	0.4	x
- CC(=NNC(=O)c1cccc(S(=O)(=O)N2CCOCC2)c1)c1ccccc1
  i	-5	x	0.4	-4	2	-6	-1.0	1.8
- O=C(NCCc1ccc(F)cc1)Nc1ccccc1Cl
  i	4	-1	-0.2	6	-1	-5	-0.7	-0.1
- C#Cc1cccc(-n2nnc(C(C)=O)c2C)c1
  0.2	3	3	-1.8	-4	-1	-10	-0.3	-0.5
- C=CCN(c1ccccc1OC)S(=O)(=O)c1cccc(C(=O)OCC(=O)c2c(N)n(C)c(=O)n(C)c2=O)c1
  -1.4	21	x	x	-5	x	16	1.7	1.2
- CN(Cc1ccccc1)C(=S)NC(=O)c1cccs1
  -0.4	0	2	-0.2	6	2	-8	14	1.0
- CCC(=O)c1cc2c(cc1NC(=O)c1ccc(C)cc1)OCCO2
  -2.5	0	-1	u	-1	0	-11	1.0	x
- CCOC(=O)N1CCN(c2c(NCc3ccc(Cl)cc3)c(=O)c2=O)CC1
  -0.2	7	-5	-0.5	3	-6	-5	0.8	1.0
- O=C(CSc1nnc(-c2cccs2)o1)Nc1cccc(S(=O)(=O)N2CCCCC2)c1
  0.3	-1	-1	0.3	9	2	-3	-0.9	x
- O=C(NCc1cccs1)c1ccc(CS(=O)(=O)c2ccc(Cl)cc2)o1
  i	-2	-2	0.2	6	-3	2	0.4	x
- COC(=O)c1ccc(N2CCc3ccccc32)c([N+](=O)[O-])c1
  i	9	3	-2.0	-19	12	52*	0.4	2.8
- CCc1ccccc1NC(=O)c1cccc(N2C(=O)C3C4CCC(C4)C3C2=O)c1 (stereo unspecified)
  i	-10	5	u	4	-4	-14	3.1	x
- CC(NC(=O)c1cc(S(=O)(=O)N2CCCC2)cn1C)c1ccccc1 (stereo unspecified)
  -1.0	-4	-4	1.0	5	1	-36	-1.8	0.1
- O=C(NC12CC3CC(CC(C3)C1)C2)N1CCN(C(=O)C2CCCO2)CC1 (stereo unspecified)
  -0.4	2	-7	0.0	2	-3	-10	0.6	x
- COc1ccccc1NC(=O)CN(c1ccc(C)cc1)S(=O)(=O)c1c(C)n[nH]c1C
  -0.6	10	1	-0.4	4	-1	5	1.1	x
- CCC(CO)NC1=C([N+](=O)[O-])C(=O)CC(C)(C)C1 (stereo unspecified)
  -1.4	0	-2	-0.3	-3	2	-12	-0.2	x
- Cc1nc2c(C)cccc2cc1C(=O)N/N=C/c1cccnc1
  -0.1	0	5	0.6	-9	0	x	-1.5	1.4
- Cc1nn(CCCC(=O)NCc2ccc(F)cc2)c(=O)c2nccn12
  -0.4	4	-4	-0.6	2	-12	6	-0.9	-0.3
- COc1cc(CNC2CCCC2)c(Br)cc1OC1CCCC1
  -0.3	6	-2	-0.2	-2	-8	-7	-0.4	1.3
- O=C(OCC(=O)c1ccc[nH]1)c1ccc(Cl)c(Cl)c1
  -0.8	14	x	-0.7	1	-9	-7	1.6	1.3
- Cc1ccccc1OCCC(=O)OCC(=O)N1CCN(S(=O)(=O)c2ccc(Cl)cc2)CC1
  i	39	x	-2.1	3	0	-9	0.8	0.2
- CC(NC(=O)C12CC3CC(C1)CC(n1cncn1)(C3)C2)C12CC3CC(CC(C3)C1)C2 (stereo unspecified)
  i	33	6	-0.1	-3	-2	1	0.9	x

# In another format: entries from further up.
molecule	BH1578 lux ind	Y pestis TopoI	SARS 3CLpro inh	BoNT A protease	PrPC surface inh	Anthrax LF inh2	PriA SSB inh	PfHsp40 rescue	TcdB inh
COC(=O)c1ccccc1NC(=O)C12CCC(C)(C(=O)O1)C2(C)C (stereo unspecified)	-0.3	-7	-3	-3.9	1	-3	-5	-1.5	x
CCCNC(=O)c1ccc(Cl)cc1Cl	-0.7	-2	-2	2.5	-3	-4	-7	0.0	0.0
Cc1ccccc1C(=NCCCN(C)C)c1ccccc1C	-0.3	-2	-4	-0.8	-7	-2	-17	1.0	0.5
O=C(NCc1ccccc1)C1=C[C@H](c2ccc(C(F)(F)F)cc2)C[C@H](OCCCCO)O1	-0.8	-6	x	-0.2	5	-2	-14	-1.2	0.9&1.2
N=c1ccn(Cc2cccc(Cl)c2)cc1	i	-1	2	0.1	7	-2	-10	0.4	x
CC(=NNC(=O)c1cccc(S(=O)(=O)N2CCOCC2)c1)c1ccccc1	i	-5	x	0.4	-4	2	-6	-1.0	1.8
O=C(NCCc1ccc(F)cc1)Nc1ccccc1Cl	i	4	-1	-0.2	6	-1	-5	-0.7	-0.1
C#Cc1cccc(-n2nnc(C(C)=O)c2C)c1	0.2	3	3	-1.8	-4	-1	-10	-0.3	-0.5
C=CCN(c1ccccc1OC)S(=O)(=O)c1cccc(C(=O)OCC(=O)c2c(N)n(C)c(=O)n(C)c2=O)c1	-1.4	21	x	x	-5	x	16	1.7	1.2
CN(Cc1ccccc1)C(=S)NC(=O)c1cccs1	-0.4	0	2	-0.2	6	2	-8	14	1.0
CCC(=O)c1cc2c(cc1NC(=O)c1ccc(C)cc1)OCCO2	-2.5	0	-1	u	-1	0	-11	1.0	x
CCOC(=O)N1CCN(c2c(NCc3ccc(Cl)cc3)c(=O)c2=O)CC1	-0.2	7	-5	-0.5	3	-6	-5	0.8	1.0
O=C(CSc1nnc(-c2cccs2)o1)Nc1cccc(S(=O)(=O)N2CCCCC2)c1	0.3	-1	-1	0.3	9	2	-3	-0.9	x

# Bioassay records: PubChem BioAssay, several laboratories
